Screening results: PubChem BioAssay, several laboratories
GlmU inhibition = inhibition of mycobacterial GlmU enzyme – biochemical, glucosamine-1-phosphate acetyltransferase (AID 1376) | M. tuberculosis GlmU acetyltransferase enzyme assay; higher % means a stronger effect | inhibition, %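 (tested at 30 µM in the primary screen)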; hits with a dose series show IC50 in µM | 220,000 tested, 0.25% active; in the data active means inhibition above about 13%; inconclusive means no clear call, values can overlap the other calls;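 further: 0% = complete reaction with vehicle and 100% = reaction without substrate; strong numbers were not always called active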
Mtb RmlCD inh = M. tuberculosis RmlC/RmlD coupled enzyme inhibitors, primary screen, biochemical, compound mixtures, 384-well, from 1536-well plates; dTDP-4-dehydrorhamnose reductase (Mycobacterium tuberculosis (strain ATCC 25618 / H37Rv)) …; 160,000 tested, 0.03% active; RmlC+RmlD coupled enzyme assay, percent inhibition; primary screen in compound mixtures; inhibition, % at 3.6 µM; in the data active means inhibition mostly above about 34%, no sharp cut-off; inconclusive means no clear call, values can overlap the other calls; inactive means mostly below about 22%; further: some results filed as inactive read as strong as hits
Target sequence (P9WH09 whole entry, looked up): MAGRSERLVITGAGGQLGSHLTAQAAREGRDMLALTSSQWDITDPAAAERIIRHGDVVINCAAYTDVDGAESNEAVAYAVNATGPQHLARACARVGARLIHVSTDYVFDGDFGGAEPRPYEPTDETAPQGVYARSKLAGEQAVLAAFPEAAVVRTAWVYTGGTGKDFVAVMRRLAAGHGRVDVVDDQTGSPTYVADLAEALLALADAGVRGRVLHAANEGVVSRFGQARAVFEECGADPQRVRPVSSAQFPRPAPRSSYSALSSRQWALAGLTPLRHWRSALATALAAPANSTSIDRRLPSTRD
Target sequence (P9WH11 whole entry, looked up): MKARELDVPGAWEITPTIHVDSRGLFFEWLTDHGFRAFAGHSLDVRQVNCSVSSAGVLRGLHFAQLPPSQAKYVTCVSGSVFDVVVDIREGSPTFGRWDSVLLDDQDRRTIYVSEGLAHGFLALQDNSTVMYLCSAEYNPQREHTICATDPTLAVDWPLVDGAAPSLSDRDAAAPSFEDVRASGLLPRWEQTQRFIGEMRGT
An asterisk follows results filed as active; ? = inconclusive; . = no result given; & = joins results of further samples.

SMILES | GlmU inhibition | Mtb RmlCD inh
CSCCNCc1cn(-c2ccc(F)cc2F)nc1-c1ccccc1C | -2.5% | .
COc1ccc(-n2nnnc2SCC(=O)Nc2nc3c(s2)CCCC3)cc1 | 7.4% | -14.0
O=C(Nc1ccccc1C(=O)O)c1ccc(NC(=O)c2ccc(Br)o2)cc1 | 3.0% | 7.2
Cc1ccc(S(=O)(=O)N(CC(=O)NCCC2=CCCCC2)Cc2ccccc2)cc1 | 2.6% | -0.6
N#CCC(=O)c1ccccc1Oc1ccc(Cl)cc1 | -3.3% | 11.6
O=C1O/C(=C\c2ccccc2)c2ccccc21 | 4.6% | 0.5
O=C1NC(CCc2ccccc2)C(=O)N1CCOc1cccc(Br)c1 (stereo unspecified) | 0.5% | 14.2
Cc1ccc(S(=O)(=O)Nc2nc3ccccc3nc2N2CCc3ccccc3C2)cc1 | . | 4.1
O=C(Nc1ncc2c(n1)CC(c1ccco1)CC2=O)c1ccccc1 (stereo unspecified) | -1.5% | 3.9
COc1cc(/C=N/NC(=O)c2ccc(N(C)S(=O)(=O)c3ccccc3)cc2)cc(OC)c1OC | -1.3% | .
CCC1Oc2ccccc2N(CC(=O)NCCN2C(C)CCCC2C)C1=O (stereo unspecified) | -3.6% | .
Cn1c(SCC(=O)NCCNC(=O)CSc2nnc(C(F)(F)F)n2C)nnc1C(F)(F)F | -3.0% | ?
COc1ccc(CCc2nc(C)ccc2O)cc1 | -3.9%&-3.4% | 9.5
Oc1cccc(/C=N/Nc2ncnc3c2ncn3Cc2ccccc2)c1 | 2.4% | -0.1
Cc1ccc(-n2nnc3c(=O)n(CC(=O)c4ccccc4)cnc32)cc1 | -3.3% | 4.5
CCC(C)c1ccc(NC(=O)CSc2nncn2N)cc1 (stereo unspecified) | 0.3% | .
CCC(=O)N1CCN(CCN=CC2=C(O)CC(c3cccs3)CC2=O)CC1 (stereo unspecified) | -1.9% | .
CC(C)Sc1cc(N2CCOCC2)nc(-c2ccccc2)n1 | -5.0% | .
CCN(CC)S(=O)(=O)c1ccc2c(c1)nc(CCC(=O)O)n2CC | 8.5% | 2.3
Cc1ccc(CN2CCSc3ccc(C(=O)NCc4ccccn4)cc32)cc1 | 3.0% | -5.7
CN1CCN(c2ccc(NC(=O)C(C)(C)C)cc2)CC1 | 3.6% | .
Cn1c(Cn2nnc3ccccc32)nnc1SCC(=O)NCc1ccc2c(c1)OCO2 | 2.2% | .
CCOC(=O)CSc1nnc2n(Cc3ccccc3)c(=O)c3c4c(sc3n12)CCC4 | -2.4% | 3.6
Cc1cc2oc(=O)cc(C)c2cc1NC(=O)CCl | 2.7% | -10.7
CCC(C)NC(=O)CN(c1cc(Cl)cc(Cl)c1)S(C)(=O)=O (stereo unspecified) | 7.5% | -4.4
O=C(Nc1ccccc1C(F)(F)F)Nc1cccc2ccccc12 | 1.4% | 3.2
O=C(CSCSCC(=O)Nc1ccc2c(c1)OCO2)Nc1ccc2c(c1)OCO2 | -4.2% | -15.2
CC(C)NC(=O)CSc1nnc(-c2ccncc2)n1-c1ccccc1 | 1.5% | 2.8
Cc1cc(C)c(S(=O)(=O)N2CCC(C(=O)NCc3ccc(Cl)cc3Cl)CC2)c(C)c1 | 3.2% | .
O=C(Nc1ccccn1)Nc1cccs1 | 0.2% | .
C=CCNC(=S)NNC(=O)C(CCCC)CC(C)(C)O (stereo unspecified) | 0.6% | .
CC1Cc2cc(/C(O)=C3/C(=O)C(=O)N(CCCn4ccnc4)C3c3ccco3)ccc2O1 (stereo unspecified) | 1.0% | .
CCOC(=O)c1cnc2c(F)ccc(F)c2c1Sc1ccccc1 | 0.1% | -10.9
CC(=O)Nc1ccc(NC2=C/C(=N/S(=O)(=O)c3cccs3)c3ccccc3C2=O)cc1 | 4.3% | 5.8
COc1ccccc1-n1c(-c2ccccc2)c[nH]c1=S | 0.4% | 10.3
Cc1ccc(-c2csnn2)cc1 | -2.6% | -5.9
O=C1NC(=O)N(c2ccccc2)C(=O)/C1=C\c1ccc([N+](=O)[O-])o1 | 16.7% | 1.8
CCOC(=O)c1[nH]c(C)c(C(=O)OCC)c1C | -2.9% | 6.3
OCCC1CN(Cc2c(F)cccc2Cl)CCN1C1CCCC1 (stereo unspecified) | 1.9% | -14.5
N=C1CCCN1CC(=O)c1ccc(Br)cc1 | -0.5% | 8.8
C[C@H]1CC[C@H]2NCCN[C@H]2C1 | -1.3% | -3.9
O=C(CNC(=S)N(Cc1ccccc1)Cc1ccccc1F)NCc1ccc(Cl)cc1 | 1.9% | -15.5
COc1ccc(NC(=S)N2CCN(Cc3ccccc3)CC2)cc1 | -4.7% | -9.4
CCOCCCNC(=O)N[C@@H](Cc1ccccc1)C(=O)OC | 0.8% | .
CCCOc1ccc(C(C)=O)cc1CN1CCOCC1 | 2.9% | .
CCOC(=O)C1(S(=O)(=O)c2ccccc2)CCN(Cc2ccccc2)CC1 | 2.6% | -1.8
O=C(COC(=O)c1n[nH]c2ccccc12)Nc1ccc([N+](=O)[O-])cc1 | 2.7% | .
CCC1(C)Cc2ccccc2-c2nc(-c3ccccc3)oc(=O)c21 (stereo unspecified) | 0.9% | .
Oc1ccc(C2C(c3ccccc3)=NN=C(c3ccccc3F)N2O)c(O)c1 (stereo unspecified) | 3.6% | -13.7
Cc1n[nH]c(C)c1CCC(=O)N/N=C/c1cccc([N+](=O)[O-])c1 | -4.3% | -10.8
OC(COc1cccc2ccccc12)CN1CCCC1 (stereo unspecified) | -7.7% | .
Cc1noc(C)c1C(=O)OCC(=O)Nc1ccc(C(N)=O)cc1 | 0.9% | -1.1
Cc1ccc(S(=O)(=O)NCCC(=O)Nc2ccc3c(c2)OCO3)cc1 | 0.5% | 6.1
CCCCOc1nc2ccccc2nc1C(C#N)C(=O)NC1CCCCC1 (stereo unspecified) | . | ?
CCN(CC)C(=S)Nc1ccc2nc3n(c(=O)c2c1)CCCCC3 | -3.2% | -9.3
CCOc1ccccc1NC(=O)CN1C(=O)C(C)SC(C)C1=O (stereo unspecified) | -1.8% | 2.9
COC(=O)c1ccc(-c2ccc([C@H]3[C@H]4C=CC[C@@H](C)[C@@H]4C(=O)N3Cc3ccccc3)c(F)c2)cc1 | -0.1% | .
O=c1cc(NCc2ccccc2)nc2ccccn12 | -1.0% | 5.3
O=C(NCCCO)c1ccc(CSc2nc3ccccc3c(=O)[nH]2)cc1 | 1.7% | 4.8
Cc1c(Br)c(-c2n[nH]c(=S)n2Cc2ccco2)nn1C | -5.0% | 9.5
Additional results follow.
SMILES | GlmU inhibition | Mtb RmlCD inh
CCOC(=O)C(C)/C(C)=N/NC(=O)c1cc2ccccc2cc1O (stereo unspecified) | 8.2% | -9.4
CCOC(=O)C(NC(=O)c1ccccc1Cl)(Nc1sc2c(c1C(N)=O)CCC2)C(F)(F)F (stereo unspecified) | 1.1% | 50.5
Brc1ccccc1Cn1c(-c2cncs2)nc2ccccc21 | -6.0% | -3.2
Cc1cc(C(=O)Nc2ccc3c(c2)OCCO3)c(C)o1 | -2.8% | -10.9
COc1ccc(/C=C(\NC(=O)c2ccco2)C(=O)NCCc2nc3ccccc3[nH]2)cc1 | 0.2% | -1.4
CCC1(CC)Cc2ccccc2C2=C(C(=O)N3CCCCC3)C(=O)C(=O)N21 | 1.8% | -8.0
CCNc1nc(NC(C)C)nc(N(n2cnnc2)S(=O)(=O)c2ccc(C)cc2)n1 | 0.9% | 2.9
N/C(=N\OC(=O)Cc1ccccc1[N+](=O)[O-])c1ccc(Br)cc1 | -6.3% | 4.9
CCOc1ccc2nc(SCC(=O)Nc3cc4c(cc3C(C)=O)OCO4)[nH]c2c1 | 2.4% | -8.3
O=C(CCC1CCCC1)NCc1ccccn1 | -4.1% | 11.7
Cn1c(=O)c2c(ncn2CC(=O)N2CCN(c3ccccc3F)CC2)n(C)c1=O | 7.7% | .
CCCN1CCN(CCCNC(=S)Nc2ccc3nc(N4CCN(CC)CC4)cc(C)c3c2)CC1 | 3.3% | 6.4
O=C(Cn1c2ccccc2c(=O)c2ccccc21)N/N=C/c1cc([N+](=O)[O-])ccc1N1CCCCC1 | -4.9% | 6.7
O=C(c1ccccc1-c1nc(-c2ccccc2Cl)no1)N1CCOCC1 | -0.9% | 2.8
COc1cccc(/C=C/C(=O)OCC(=O)NCc2ccco2)c1OC | 5.0% | -13.6
CCN(CC)S(=O)(=O)c1cccc(C(=O)NC(C)C(c2cccs2)N2CCCC2)c1 (stereo unspecified) | -2.4% | 4.3
Cc1ccc(NC(=O)Cn2cnc3c(=O)n(C)c(=O)n(C)c32)c(C)c1 | 0.2% | 3.1
COc1ccc(S(=O)(=O)N2c3cc(Cl)ccc3Oc3nc4ccccc4nc32)cc1 | -4.3% | -9.1
CCc1ccc(CNCCNCC(C)O)cc1 (stereo unspecified) | -0.9% | .
COc1ccccc1Nc1ccc([N+](=O)[O-])cc1N | -0.4% | 4.9
O=C(O)C1C2C=CC(C2)C1C(=O)NCCCn1ccnc1 (stereo unspecified) | -4.5% | 5.3
CCOC(=O)CCCn1ncn2c(cc3occc32)c1=O | -3.0% | .
COCCNC(=S)Nc1ccc2nc(N3CCCC3)cc(C)c2c1 | 1.9% | 1.6
CCCn1c(SCC(=O)c2ccc3c(c2)NC(=O)CO3)nc2ccccc21 | -4.2% | 6.4

In another format: results already given.
canonical_smiles	GlmU inhibition	Mtb RmlCD inh
O=C(CCC1CCCC1)NCc1ccccn1	-4.1%	11.7
Cn1c(=O)c2c(ncn2CC(=O)N2CCN(c3ccccc3F)CC2)n(C)c1=O	7.7%	.
CCCN1CCN(CCCNC(=S)Nc2ccc3nc(N4CCN(CC)CC4)cc(C)c3c2)CC1	3.3%	6.4
O=C(Cn1c2ccccc2c(=O)c2ccccc21)N/N=C/c1cc([N+](=O)[O-])ccc1N1CCCCC1	-4.9%	6.7
O=C(c1ccccc1-c1nc(-c2ccccc2Cl)no1)N1CCOCC1	-0.9%	2.8
COc1cccc(/C=C/C(=O)OCC(=O)NCc2ccco2)c1OC	5.0%	-13.6
CCN(CC)S(=O)(=O)c1cccc(C(=O)NC(C)C(c2cccs2)N2CCCC2)c1 (stereo unspecified)	-2.4%	4.3
Cc1ccc(NC(=O)Cn2cnc3c(=O)n(C)c(=O)n(C)c32)c(C)c1	0.2%	3.1
COc1ccc(S(=O)(=O)N2c3cc(Cl)ccc3Oc3nc4ccccc4nc32)cc1	-4.3%	-9.1
CCc1ccc(CNCCNCC(C)O)cc1 (stereo unspecified)	-0.9%	.
COc1ccccc1Nc1ccc([N+](=O)[O-])cc1N	-0.4%	4.9
O=C(O)C1C2C=CC(C2)C1C(=O)NCCCn1ccnc1 (stereo unspecified)	-4.5%	5.3
CCOC(=O)CCCn1ncn2c(cc3occc32)c1=O	-3.0%	.
COCCNC(=S)Nc1ccc2nc(N3CCCC3)cc(C)c2c1	1.9%	1.6
CCCn1c(SCC(=O)c2ccc3c(c2)NC(=O)CO3)nc2ccccc21	-4.2%	6.4

Remaining list, next part.
SMILES | GlmU inhibition | Mtb RmlCD inh
COc1ccc(C2(O)CC3CCC(C2)N3c2nc(C)cc(C)c2C#N)cc1 (stereo unspecified) | 4.3% | .
CC1=C(C(=O)N(C)C)C(c2cccs2)NC(=O)N1 (stereo unspecified) | -0.7% | .
Oc1c(Cl)cc(Cl)cc1C1=NNC(c2ccc(Cl)cc2)C1 (stereo unspecified) | 0.8% | -9.5
COc1ccc(-c2[nH]ncc2CN2CCN(Cc3cccs3)CC2)c(F)c1 | 0.8% | -6.1
Cn1cc(S(=O)(=O)NCC2CCCO2)c(=O)n(C)c1=O (stereo unspecified) | -3.6% | 0.2
COc1ccc(CNC(=O)CCSCc2cccc(Cl)c2)cc1 | 3.2% | 4.4
O=C(CNCc1ccncc1)Nc1cc(S(=O)(=O)N2CCCCC2)ccc1Cl | -3.5% | -7.9
O=C(Nc1ccc(Cc2ccncc2)cc1)c1ccc(Cl)c([N+](=O)[O-])c1 | 1.9% | .
CCCCNc1nc(NC)nc(Cl)c1SC | 1.1% | 5.7
Cc1ccc(C)c(N2CCN(C(=O)c3cn(C)c4ccc(S(=O)(=O)N(C)C)cc4c3=O)CC2)c1 | -0.8% | -23.3
Cc1cc(C)nc(/N=C2\NC(=O)CC(C(=O)O)N2c2ccc(C)c(C)c2)n1 (stereo unspecified) | 1.4% | 9.9
O=C(Nc1ccccc1N1CCN(c2ccccc2)CC1)c1ccccc1 | -2.6% | -15.9
CC(NC(=O)Cc1ccc(F)cc1)c1ccccc1 (stereo unspecified) | 0.3% | -2.5
Nc1sc2c(c1C(=O)NCCc1ccccc1)CCC2 | -2.2% | -4.4
O=C(CCN1Cc2ccccc2C1)c1ccc2c(c1)OCCO2 | 3.2% | 6.6
Cc1cc2ncn(/N=C/c3cc(Br)ccc3O)c2cc1C | 1.1% | .
C/C(CCC(C)C)=N\NS(=O)(=O)c1ccc(C)c([N+](=O)[O-])c1 | 6.7% | 6.2
c1ccc(N2N=C(c3cccs3)CC2c2ccco2)cc1 (stereo unspecified) | 1.2% | 4.9
COc1ccc(OC2C(=O)N(c3ccc(C)c(C)c3)C2c2ccc(OC)c(OC)c2)cc1 (stereo unspecified) | 1.6% | -17.2
O=C(c1cc(F)c(F)cc1Cl)N1CCOCC1 | 1.1% | 6.0
CNC(=O)NC(=O)CSc1cccc(C(F)(F)F)c1 | 5.4% | 12.1
CC(C)COC(=O)c1ccccc1OC(=O)c1ccncc1 | -3.6% | -7.9
Cc1nc(NC(=O)C2CC2)sc1C | -0.4% | 1.3
CSc1ccc(CN(C)C(C)C(=O)NCc2ccccc2)cc1 (stereo unspecified) | 1.6% | 9.5
NC(=O)Nc1cc(Cl)ccc1Cl | 2.3% | 3.8

Not all compounds are listed, so the mix of outcomes need not match the whole.
